Source: PubChem BioAssay
ERG Ets-DNA blk – qHTS for Small Molecule Inhibitors of the ERG Ets/DNA interaction | Transcriptional regulator ERG (Homo sapiens), P11308 | fluorescence polarization, His-ERG Ets domain / labelled DNA | Potency, µM (doses to about 76.9 µM), without a hit: at the top dose FP activity, negative = inhibition, most hits filed as inhibitors | 370,000 tested, 0.028% active | AID 624246, 2012; active = well fitted inhibition curve with a large enough effect in the polarisation, with a control signal flat; inconclusive = small, poorly fitted or top-dose-only effect, or effect the other way, or a change in a side signal; inactive = no such curve, though single readings can be large or run the other way; the % refers to the polarisation;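 also: polarization taken with two DNA probes labelled with fluorescein and Texas red; potency is read from the fitted curve at half-maximal effect; % of control where 0% means no effect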
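His-tagged ERG Ets domain (1 uM in the protein solution; 300mM KCl, 50mM Tris-HCl, 1mM EDTA, 1mM DTT, pH 7.5) received compound, then a probe mix of 5 nM fluorescein-DNA and 100nM Texas-615-DNA. Fluorescence polarization was read for both dyes.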
JMJD2A Tudor – qHTS Assay for Inhibitors of JMJD2A-Tudor Domain; Potency, µM (highest dose often 114 µM), for inactives: top-dose activity change, negative = inhibition, usual class: inhibitors; AlphaScreen JMJD2A-Tudor / H3K4me3 peptide binding; Lysine-specific demethylase 4A (Homo sapiens), O75164; 390,000 tested, 4.4% active; also: potency is read from the fitted curve at half-maximal effect; % is scaled to controls: 0 for no effect and ±100 for the full control effect; nearly all actives have a fitted effect of over 50% in size
GLS inh – qHTS for Inhibitors of Glutaminase (GLS); GLS enzymatic activity, qHTS titration; AID 624170, 2012; Potency, µM (highest dose often 45.5 µM), for the others: at the highest dose activity change, negative = inhibition, actives largely listed as inhibitors; 410,000 tested, 0.21% active; also: potency is read from the fitted curve at half-maximal effect; % is scaled to controls: 0 for no effect and ±100 for the full control effect
Target sequence (O94925 whole entry, looked up): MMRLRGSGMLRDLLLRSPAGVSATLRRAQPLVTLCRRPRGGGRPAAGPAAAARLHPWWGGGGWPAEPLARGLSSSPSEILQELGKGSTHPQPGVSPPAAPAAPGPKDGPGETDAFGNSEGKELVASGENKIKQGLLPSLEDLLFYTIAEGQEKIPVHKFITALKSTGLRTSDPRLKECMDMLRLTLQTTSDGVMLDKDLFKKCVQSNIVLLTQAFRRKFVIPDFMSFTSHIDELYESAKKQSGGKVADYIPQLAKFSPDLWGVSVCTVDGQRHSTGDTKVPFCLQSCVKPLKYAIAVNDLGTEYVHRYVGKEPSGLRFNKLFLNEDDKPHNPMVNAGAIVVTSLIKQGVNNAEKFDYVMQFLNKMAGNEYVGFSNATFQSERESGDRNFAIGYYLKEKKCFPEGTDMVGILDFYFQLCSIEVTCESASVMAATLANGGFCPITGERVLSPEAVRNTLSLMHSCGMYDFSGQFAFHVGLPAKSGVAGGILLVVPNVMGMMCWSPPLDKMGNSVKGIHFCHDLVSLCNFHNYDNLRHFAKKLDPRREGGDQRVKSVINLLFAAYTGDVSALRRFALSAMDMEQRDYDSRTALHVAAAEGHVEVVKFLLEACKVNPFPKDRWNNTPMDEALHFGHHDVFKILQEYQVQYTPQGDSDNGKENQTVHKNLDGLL
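Compounds were pin-transferred onto hKGA, after which L-glutamine (1 mM solution) and a detection mix of glutamate oxidase, HRP and Amplex Red were added. Initial and 30 min RT fluorescence reads were collected.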
PI4K2A block – qHTS for small molecular inhibitors of PI4K2A; activity change, negative = inhibition, % at 76.9 µM; 420,000 tested, 0.13% active; purified PI4K2A, ADP-Glo luminescence, 1 h; active compounds read low; in the data active = activity change below about -50%; inconclusive = mostly about -30% to -49%;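 also: -100% = wells without enzyme as full effect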
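In this quantitative HTS, ADP production by PI4K2A was quantified luminescently after 1 h at ambient temperature; 100 microM adenosine served as plate-quality control.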
BAZ2B inh – qHTS Assay for Inhibitors of BAZ2B. Bromodomain adjacent to zinc finger domain protein 2B (Homo sapiens), Q9UIF8. AlphaScreen BAZ2B-H3K14Ac peptide displacement. Potency, µM (titrated, usually from 114 µM), for inactives: at the highest dose activity change, negative = inhibition, hits mostly inhibitors. 360,000 tested, 4.4% active; also: potency is read from the fitted curve at half-maximal effect; % is scaled to controls: 0 for no effect and ±100 for the full control effect; nearly all actives have a fitted effect of over 60% in size
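Protein-peptide AlphaScreen: BAZ2B 50 nM, b-H3K14Ac 50 nM, 1x PBS pH 7.4 + 0.01% Tween-20. Preincubation 30 min RT; cpd 30 min RT (top 110 uM); beads 20 min RT, light-protected.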
RGS4 inhibitor – Inhibitors of Regulator of G Protein Signaling (RGS) 4: qHTS; Regulator of G-protein signaling 4 (Homo sapiens), P49798; 390,000 tested, 0.039% active; Potency, µM (doses to about 114 µM), inactives show at the top dose activity change, negative = inhibition, usual class: inhibitors; Transcreener GDP fluorescence polarization, RGS4-accelerated GTP hydrolysis; also: potency is read from the fitted curve at half-maximal effect; % is scaled to controls: 0 for no effect and ±100 for the full control effect; nearly all actives have a fitted effect of over 75% in size; some results filed as inactive show a strong effect at the top dose
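MLSMR compounds (23 nl, pin-transferred) preincubated 10 min at room temperature with a 500nM (2x) first reagent, then RGS4 at 900nM (2x) plus Transcreener GDP mix added; fluorescence polarization (620/688 nm) read before and after 90 min at 30 °C.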
ALOX12 inh – Primary qHTS assay for inhibitors of human arachidonate 12S-lipoxygenase (ALOX12): Round 2. Potency, µM (top dose mostly 108 µM), for the others: at the highest dose activity change, negative = inhibition, actives largely listed as inhibitors. Polyunsaturated fatty acid lipoxygenase ALOX12 (Homo sapiens), P18054. purified 12hLO, xylenol orange hydroperoxide absorbance. 580,000 tested, 1.1% active; also: potency is read from the fitted curve at half-maximal effect; % is scaled to controls: 0 for no effect and ±100 for the full control effect
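Purified human 12hLO at 150 nM in 25 mM Hepes, 0.01% Triton X-100, pH 7.0, preincubated 15 min at room temperature with compound. Reaction started with 40 uM arachidonic acid, 30 min at room temperature. Hydroperoxide measured by Fe-xylenol orange, 573/405 nm absorbance ratio.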
HP1b chromo inh – HTS for Inhibitors of HP1-beta Chromodomain Interactions with Methylated Histone Tails | AlphaScreen HP1-beta / biotin-H3K9me3 peptide binding | Potency, µM (doses to about 114 µM), for inactives: at the top dose activity change, negative = inhibition, actives largely listed as inhibitors | 390,000 tested, 0.56% active | AID 540317, 2011; also: potency is read from the fitted curve at half-maximal effect; nearly all actives have a fitted effect of over 70% in size; inactives centre near 23
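Compound inhibition of the preformed complex between 50 nM HP1-beta and 50 nM biotinylated H3K9me3 peptide was read by AlphaScreen. Buffer was PBS pH 7.4 with 0.01% Tween-20. Incubations ran 30 min at room temperature, with 10 ug/mL donor/acceptor beads.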
G9a block – qHTS Assay for Inhibitors of Histone Lysine Methyltransferase G9a. Histone-lysine N-methyltransferase EHMT2 (Homo sapiens), Q96KQ7. G9a H3K9 monomethylation, AlphaScreen, 2 h. Potency, µM (series often up to 102 µM), without a hit: at the highest dose activity, negative = inhibition, hits mostly inhibitors. 350,000 tested, 8.8% active. AID 504332, 2011; also: potency is read from the fitted curve at half-maximal effect; % is scaled to controls: 0 for no effect and ±100 for the full control effect; nearly all actives have a fitted effect of over 75% in size
Target sequence (Q96KQ7 913-1193 limits assumed): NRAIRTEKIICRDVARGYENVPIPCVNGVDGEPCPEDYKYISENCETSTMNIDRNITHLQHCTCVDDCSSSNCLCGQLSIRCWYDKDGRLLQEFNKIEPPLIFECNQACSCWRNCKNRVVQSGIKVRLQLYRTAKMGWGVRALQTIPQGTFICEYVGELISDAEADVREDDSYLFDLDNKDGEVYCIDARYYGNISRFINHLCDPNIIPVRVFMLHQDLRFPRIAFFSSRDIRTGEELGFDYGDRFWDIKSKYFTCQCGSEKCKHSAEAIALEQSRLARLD
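Quantitative HTS format: methyltransferase activity on a biotin-tagged H3K9 peptide is measured by AlphaScreen, using a rabbit anti-monomethyl-H3K9 antibody with streptavidin donor and anti-IgG acceptor beads. Final levels are 20 nM enzyme, 500 nM peptide, 20 uM SAM; 2 h RT.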
Active calls of the source: *; ? = inconclusive; · = not tested or not shown; & = joins results of further samples; [ ] = another dose, or the depositor's remark. Unless noted, calls follow the shape of the dose curve; as a rule, active = well fitted curve in the direction sought with a large enough effect; inconclusive = small, poorly fitted or top-dose-only effect, or another doubt; inactive = no such curve, though single readings can be large; an effect the other way counts as inactive or inconclusive. Not all compounds are listed (hit frequency here may not be typical).

no.	SMILES	ERG Ets-DNA blk	JMJD2A Tudor	GLS inh	PI4K2A block	BAZ2B inh	RGS4 inhibitor	ALOX12 inh	HP1b chromo inh	G9a block
1	O=C(O)CC/C(=N/NC(=O)CNC(=O)Cc1ccc(Cl)cc1)c1ccccc1	8%	-4%	-1%	-1	-12%	-11%	13%	45%[activator]	-6%[12.7 µM]
2	CCOC(=O)c1cccc(NC(=O)CCn2cccc2)c1	10%	-34%	0%	-1	?	14%	0%	-4%	40µM*
3	COC(=O)COc1ccc(/C=N/NC(=O)c2ccc(N(Cc3ccccc3)S(C)(=O)=O)cc2)cc1	-6%	-7%	15%	2	-5%	18%	12%	5%	9%
4	CCN(CC)C(=O)c1cccc2c1C(=O)c1ccccc1-2	1%	-1%	-6%	5	-1%	-5%	-3%	31%[activator]	-4%[59 µM]
5	CC(=O)NC1CCCN(O)C(=O)/C=C(\C)CCOC(=O)C(NC(C)=O)CCCN(O)C(=O)/C=C(\C)CCOC(=O)C(NC(C)=O)CCCN(O)C(=O)/C=C(\C)CCOC1=O (configuration not stated)	2%	1%	17%	-6	-22%	-28%	·	78%[activator]	-107%[59 µM]
6	O=C(NCCc1ccc(F)cc1)c1ccncc1	9%	-7%	12%	-3	0%	21%	-5%	25%	38%
7	CCCOc1cccc(/C=N/NC(=O)c2csc(C)c2C)c1	-1%	-31%	0%	0	?	-5%	-5%	-9%	-1%
8	CCC(=O)Nc1nc(C)c(-c2csc(Nc3ccccn3)n2)s1	17%	?	18%	13	40µM*	-20%	?	-16%	40µM*
9	CCOc1ccc(NCc2cc3cc(OC)ccc3[nH]c2=O)cc1	-9%	?	-12%	0	-27%	-12%	-16%	-4%	?
10	CC(C)(C)c1ccc(NC(=O)Nc2ccc3ccccc3n2)cc1	-2%	5%	-1%	-2	-2%	-18%	?	59%[activator]	16%[59 µM]

Single values from the entries so far:
no. 6 – G9a block: 38%
no. 8 – GLS inh: 18%
no. 10 – HP1b chromo inh: 59%[activator]
no. 4 – RGS4 inhibitor: -5%
no. 3 – JMJD2A Tudor: -7%
no. 9 – BAZ2B inh: -27%

Remaining list, next part.
no.	SMILES	ERG Ets-DNA blk	JMJD2A Tudor	GLS inh	PI4K2A block	BAZ2B inh	RGS4 inhibitor	ALOX12 inh	HP1b chromo inh	G9a block
11	COc1ccc(N2CCOCC2)c(NC(=O)c2ccco2)c1	5%	-18%	16%	0	3%	18%	1%	-6%	18%
12	CN(C)c1ccc(C(=S)N2CCN(C(=S)Nc3cccc4ccccc34)CC2)cc1	-10%	-25%	-6%	-3	-20%	17%	-7%	12%	-6%
13	O=C(NCC(=O)N1CCCCCCC1)c1ccccc1Br	-6%	-15%	-3%	-1	14%	8%	-14%	26%	8%[2.33 µM]
14	COc1ccc(CC(=O)Nc2c(C(N)=O)oc3ccccc23)cc1	-10%	13%	2%	-2	-7%	-22%	-2%	58%[activator]	25%
15	COc1ccc(C2=NOC(CNC(N)=S)C2)cc1 (configuration not stated)	11%	-19%	7%	-1	-14%	-19%	?	38%	?
16	Cc1cccc(N2CCN(c3ccc(C(=O)O)cc3NC(=O)c3cccc(Cl)c3)CC2C)c1 (configuration not stated)	2%	56µM*	-8%	-6	?	10%	45µM*	-17%	-46%[59 µM]
17	CSc1ccccc1NC(=O)COc1nsnc1N1CCOCC1	0%	-33%	-5%	5	?	-50%	8%	22%	1%
18	C=CCN(C/C(=N\O)c1sc(C(=O)OCC)nc1C)c1cccc(Br)c1	-18%	-33%	19%	-3	·	8%	16%	24%	·
19	Cc1nn(Cc2ccc(C(=O)N3CCCC3)o2)c(C)c1[N+](=O)[O-]	-4%	1%	-9%	-3	-14%	-25%	11%	46%[activator]	·
20	CCCCn1c(CCNC(=O)CC)nc2ccccc21	9%	-2%	1%	1	13%	-5%	38%[activator]	43%[activator]	-8%
21	CC(=O)c1ccc(N2CCN(C(=O)c3cccs3)C(C)C2)c(F)c1 (configuration not stated)	17%	-10%	-18%	4	-5%	-1%	-22%	13%	5%
22	Cc1ccc(NC(=O)C2CCN(c3nnc(-n4cccc4)s3)CC2)cc1Cl	0%	-13%	3%	-2	7%[57.1 µM]	5%	?	28%	-2%[59 µM]
23	COc1ccc(NC(=O)CCCNC(=O)Cn2cnc3sc(C)c(C)c3c2=O)c(OC)c1	2%	-21%	-9%	1	-18%	7%	-2%	10%	16%
24	COc1ccc(C2NC(=O)NC(C)=C2[N+](=O)[O-])cc1OC (configuration not stated)	-2%	4%	-2%	8	1%	7%	4%	35%	23%[59 µM]
25	CCOc1ncccc1C(=O)Nc1ccc(S(=O)(=O)N2CC(C)CC(C)C2)cc1 (configuration not stated)	-5%	2%	-16%	0	·	-9%	-2%	41%[activator]	·
26	COc1ccc(NC(=O)C(Cc2ccccc2)n2cccc2)cc1OC (configuration not stated)	7%&0%	?	0%&0%	-16&2	?	-25%&-1%	-1%&-11%	?	-41%[59 µM]
27	NNC(=O)c1cccn(Cc2cccc(C(F)(F)F)c2)c1=O	8%	-12%	23%	1	-12%	10%	·	41%[activator]	-43%
28	COc1cccc(CN2C(=O)C(C)Oc3ccccc32)c1 (configuration not stated)	1%	29%	-24%	3	25%	-20%[56.9 µM]	77%[activator]	94%[activator]	-1%[2.33 µM]
29	CC(C)(C)c1ccc(S(=O)(=O)N2CCCCC2)cc1	-3%	12%	-4%	-5	20%	-20%	3%	79%[activator]	61%[activator]
30	CCOC(=O)c1c(C)nc2sc(C(=O)Nc3ccccc3)c(N)c2c1-c1ccc(OC)cc1	0%	34%	8%	0	30%	-9%	·	133%[activator]	45%
31	CCOc1ccc(Nc2ncnc3c2nc2n3CCCCC2)cc1	3%	-5%	42%[activator]	2	-3%	-15%	-4%	29%	15%[59 µM]
32	CCN(Cc1ccccc1)S(=O)(=O)c1ccc2[nH]c3c(c2c1)CCCCC3	2%	?	8%	1	-7%[57.1 µM]	-27%	?	0%	?
33	CN(CC(=O)NCc1ccco1)CC(=O)Nc1c(Cl)cccc1Cl	-7%	-7%	3%	3	10%	-4%	4%	33%	4%[59 µM]
34	COc1ccc(-c2cc(C(F)(F)F)c(C#N)c(SCC(=O)Nc3ccc(C)cc3)n2)cc1	-4%	-10%	1%	-1	12%	-7%	16%	33%	?
35	Cc1ccccc1NC(=O)c1ccccn1	-1%	-12%	3%	8	2%	9%	-2%	25%	-6%
36	N=c1c(S(=O)(=O)c2ccc(Cl)cc2)cc2c(=O)n3ccccc3nc2n1Cc1cccnc1	-7%	2%	2%	-3	-12%	29%	·	29%	?
37	CCN(c1ccccc1)C1(O)C(=O)c2ccccc2C1=O	-6%	-1%	10%	1	5%	-16%	7%	13%	-38%
38	Cc1[nH]c2ccccc2c1C(=O)CSc1cccc[n+]1[O-]	-8%	-1%	0%	-2	-1%	11%	0%	20%	8%
39	COc1c(N2CCN(C(=S)Nc3ccc(F)cc3)C(C)C2)c(F)cc2c(=O)c(C(=O)O)cn(C3CC3)c12 (configuration not stated)	-5%	-14%	10%	-12	-38%	3%	7%	21%	11%[0.0925 µM]
40	O=C(Nc1ccc(F)cc1)c1ccc(Br)c(S(=O)(=O)N2CCOCC2)c1	-4%	-6%	7%	-4	-2%	22%	-3%	36%[activator]	17%

Record cards, as listed above. Values in the order: ERG Ets-DNA blk | JMJD2A Tudor | GLS inh | PI4K2A block | BAZ2B inh | RGS4 inhibitor | ALOX12 inh | HP1b chromo inh | G9a block
Record of `CCOc1ccc(NCc2cc3cc(OC)ccc3[nH]c2=O)cc1` = -9% | ? | -12% | 0 | -27% | -12% | -16% | -4% | ?
Record of `O=C(Nc1ccc(F)cc1)c1ccc(Br)c(S(=O)(=O)N2CCOCC2)c1` = -4% | -6% | 7% | -4 | -2% | 22% | -3% | 36%[activator] | 17%
Record of `CCOc1ncccc1C(=O)Nc1ccc(S(=O)(=O)N2CC(C)CC(C)C2)cc1` (configuration not stated) = -5% | 2% | -16% | 0 | · | -9% | -2% | 41%[activator] | ·
Record of `COc1cccc(CN2C(=O)C(C)Oc3ccccc32)c1` (configuration not stated) = 1% | 29% | -24% | 3 | 25% | -20%[56.9 µM] | 77%[activator] | 94%[activator] | -1%[2.33 µM]
Record of `CCOC(=O)c1c(C)nc2sc(C(=O)Nc3ccccc3)c(N)c2c1-c1ccc(OC)cc1` = 0% | 34% | 8% | 0 | 30% | -9% | · | 133%[activator] | 45%
